Compound activity deposited in PubChem BioAssay by National Center for Advancing Translational Sciences (NCATS).
DRD3 agonist: agonists of human D3 dopamine receptor; P35462; D3R DiscoveRx beta-arrestin cells, luminescence, 90 min; max activation, %; 410,000 compounds, 0.58% hits; in the data active = max activation above about 30%; note: 0% is about no effect; mostly tested at two doses, the higher about 12 µM
Target sequence (P35462 whole entry, looked up): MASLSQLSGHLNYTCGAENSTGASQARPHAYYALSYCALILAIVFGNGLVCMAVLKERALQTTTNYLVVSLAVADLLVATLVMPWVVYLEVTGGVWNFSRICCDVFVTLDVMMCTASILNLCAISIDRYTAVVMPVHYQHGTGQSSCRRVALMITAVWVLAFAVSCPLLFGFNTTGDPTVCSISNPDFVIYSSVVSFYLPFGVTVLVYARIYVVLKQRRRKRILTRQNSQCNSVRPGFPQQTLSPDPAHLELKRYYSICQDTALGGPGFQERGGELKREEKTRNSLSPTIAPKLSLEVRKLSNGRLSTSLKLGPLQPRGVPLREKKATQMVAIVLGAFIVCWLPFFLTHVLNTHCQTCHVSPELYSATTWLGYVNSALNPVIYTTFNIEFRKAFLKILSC
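Agonist mode: compounds and dopamine controls were applied to plated cells for 90 min at 37 degrees C after an overnight attachment at 1500 cells/well. Luminescent read-out followed 30 - 60 minutes at room temperature with DiscoveRx detection reagent.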
DRD3 antagonist: blocks the human D3 dopamine receptor; D3R cells, DiscoveRx beta-arrestin luminescence, antagonist mode; active compounds read low; 360,000 compounds, 2.5% hits; max response, negative = inhibition, %; P35462; in the data active = max response below about -50%; inconclusive = no clear call, values can overlap the other calls; note: % is set by controls: 0 for no effect and ±100 for the full control effect; mostly tested at two doses, the higher about 12 µM
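Cells plated overnight at 1500 cells/well, then exposed to library compounds with dopamine controls for 90 minutes at 37 degrees C. DiscoveRx reagent added for 30–60 minutes at room temperature; luminescence read, quantitative HTS format.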
EPAC2 antagonist: antagonists of human EPAC2 | EPAC2 GEF exchange of Rap1B-BODIPY-GDP, fluorescence | Q8WZA2 | 360,000 compounds, 0.18% hits | Potency, µM (series often up to 114 µM), for the others: top-dose activity, negative = inhibition, hits mostly inhibitors; note: potency is the fitted concentration of half-maximal effect; % is set by controls: 0 for no effect and ±100 for the full control effect; nearly all actives have a fitted effect of over 45% in size; many of its hits are not listed in these tables
Mm-Cpn inhibitor: inhibitors of Methanococcus maripaludis chaperonin (MmCpn); 330,000 compounds, 0.031% hits; purified Mm-Cpn ATPase, ADP Transcreener TR-FRET; Potency, µM (titrated, usually from 76.9 µM), for inactives: at the top dose activity, negative = inhibition, actives largely listed as inhibitors; note: potency is the fitted concentration of half-maximal effect; % is set by controls: 0 for no effect and ±100 for the full control effect; nearly all actives have a fitted effect of over 80% in size
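ATPase read-out: TR-FRET ADP immunoassay (anti-ADP Eu cryptate vs ADP-d2), ex 320 nm, em 590/665 nm; signal drops as ADP forms. Enzyme 25 nM, ATP 10 uM, 30 min at 37°C after 10 min compound preincubation.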
PTHR1 ag: PTHR1 (human) receptor agonism; Q03431; HEK293 GP2 PTHR1 cells, GloSensor cAMP luminescence, 1 h; Potency, µM (highest dose often 115 µM), inactives show at the highest dose activation, actives largely listed as activators; 410,000 compounds, 0.075% hits; note: potency is the fitted concentration of half-maximal effect; nearly all actives have a fitted effect of over 55% in size; some results filed as inactive show a strong effect at the top dose; inactives centre near -15; many of its hits are not listed in these tables
Target sequence (Q03431 whole entry, looked up): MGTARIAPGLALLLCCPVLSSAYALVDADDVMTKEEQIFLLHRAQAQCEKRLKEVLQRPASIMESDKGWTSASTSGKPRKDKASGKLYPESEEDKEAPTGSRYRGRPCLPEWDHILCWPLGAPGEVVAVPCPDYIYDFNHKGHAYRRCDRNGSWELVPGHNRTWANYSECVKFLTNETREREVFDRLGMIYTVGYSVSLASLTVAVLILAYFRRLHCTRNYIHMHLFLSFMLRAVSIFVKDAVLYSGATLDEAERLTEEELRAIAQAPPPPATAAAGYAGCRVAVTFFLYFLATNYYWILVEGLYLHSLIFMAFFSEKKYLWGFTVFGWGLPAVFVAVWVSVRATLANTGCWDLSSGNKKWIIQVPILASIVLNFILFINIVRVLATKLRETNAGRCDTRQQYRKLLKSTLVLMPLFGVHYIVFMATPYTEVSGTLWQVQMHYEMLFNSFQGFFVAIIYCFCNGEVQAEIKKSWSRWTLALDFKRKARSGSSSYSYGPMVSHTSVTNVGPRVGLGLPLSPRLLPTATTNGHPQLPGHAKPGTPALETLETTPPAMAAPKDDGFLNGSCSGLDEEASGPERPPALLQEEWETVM
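HEK-293-derived GP2 cells expressing PTHR1 and a GloSensor cAMP reporter, 3,000/well, plated overnight, given luciferin plus IBMX (each 0.5 mM as added) for 1 h at 37 °C, then compound for 1 h at 37 °C. Luminescence was read after 15 min at room temperature.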
Akt phos inh: blocks phosphorylation of Akt; Neuro2A IGF-stimulated pAkt S473 HTRF, 20 min; active compounds read low; activity change, % for hits at 50 µM; 360,000 compounds, 0.32% hits; in the data active = activity change below about -80%; inconclusive = mostly about -51% to -80%; note: % is set by controls: 0 for no effect and ±100 for the full control effect
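Single-point screen (50 µM final compound) in Neuro2A cells stimulated 20 min with 6 nM IGF at 37 deg C. After lysis, Ser473-phosphorylated Akt read by HTRF (ex 330 nm, em 615/665 nm) as the 665/615 ratio.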
EPAC2 ag: activates human EPAC2 exchange factor | AID 720711 | 360,000 compounds, 0.079% hits | Q8WZA2 | EPAC2 activation, biochemical qHTS; response scale: 100% = 6.5 mM cAMP response | Potency, µM (highest dose often 154 µM), for the others: at the highest dose activation, actives largely listed as activators; note: potency is the fitted concentration of half-maximal effect; nearly all actives have a fitted effect of over 50% in size
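Compounds were titrated in qHTS against a Rap1B-BODIPY-GDP (250 nM) complex with EPAC2 (100 nM) and GDP (50 uM). BODIPY-GDP release tracked at 480/540 nm over 30 min at room temperature, normalized to 6.5 mM cAMP.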
CCT modulator: cytosolic chaperonin activity modulation; purified chaperonin ATPase assay, HTRF ADP detection, 30 min; activity change, % (test concentration not listed), hits read low; 360,000 compounds, 0.3% hits; in the data active = activity change below about -30%; note: % is set by controls: 0 for no effect and ±100 for the full control effect
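First, chaperonin was dispensed at 40 nM or 20 nM final depending on batch activity. Next, compounds were pinned at 76 uM and ATP added at 10 uM. After 30 min at 37 °C, ADP detection reagents ran 30 min at ambient temperature.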
Active calls of the source: *; i = inactive; ? = inconclusive; . = no result given; [ ] = another dose, or the depositor's remark. Unless noted, calls come from the whole dose curve; as a rule, active = well fitted curve in the direction sought with a large enough effect; inconclusive = small, poorly fitted or top-dose-only effect, or another doubt; inactive = no such curve, though single readings can be large; an effect the other way counts as inactive or inconclusive. An excerpt (hit frequency here may not be typical).

Each structure is followed by: DRD3 agonist, DRD3 antagonist, EPAC2 antagonist, Mm-Cpn inhibitor, PTHR1 ag, Akt phos inh, EPAC2 ag, CCT modulator
- Cc1cc(C)cc(N2C(=O)CC(Sc3nnnn3-c3ccccc3)C2=O)c1 (stereo not drawn)
    -14.2, 3.2, -19.1%, -3.2%, -28.6%, i, 10.9%, 0.6
- Cc1[nH]c(=O)[nH]c(=O)c1S(=O)(=O)N1c2ccc(F)cc2CCC1C (stereo not drawn)
    19.2, 11.6, 12.3%, 0.3%, i, i, -4.4%, 1.0
- CN(C)S(=O)(=O)Oc1cccc(C(=O)Nc2ccc([N+](=O)[O-])cc2)c1
    1.0, -11.6, 4.4%, 3.7%, -35.6%[inhibitor], i, 1.6%, -1.1
- O=C(COc1coc(CN2CCc3ccccc3C2)cc1=O)Nc1cccc([N+](=O)[O-])c1
    2.1, 13.7, 9.6%, -3.1%, -31.2%, i, -1.6%, -3.7
- Cc1ccc2cc(C)c(N3CCN(c4ccc(F)cc4)CC3)nc2c1
    9.4, 37.7, -8.2%, 3.5%, i, i, 14.9%, -5.0
- COC(=O)c1ccccc1NC(=O)C(C)c1ccc([N+](=O)[O-])cc1 (stereo not drawn)
    6.7, -7.2, -5.7%, 0.6%, -25.0%, i, 12.2%, -0.3
- Cc1ccc(S(=O)(=O)Nc2nc(-c3ccccc3)cs2)cc1
    -13.3, -7.8, -1.3%, 0.0%, i, i, 8.8%, -0.8
- Cc1ccccc1-c1cc(C(=O)Nc2nc3c(s2)CCCC3)c2ccccc2n1
    -58.1, -90.7*, -2.5%, -12.2%, i, i, 7.1%, -1.1
- CNC(=O)C[C@H]1C(=O)N(c2ccccc2)C[C@@H]1CSC
    4.0, 3.8, 9.6%, ., -17.4%, i, -3.7%, -0.7
- c1coc(-c2nc3nc4ccccc4nc3n2CC2CCCO2)c1 (stereo not drawn)
    7.4, 4.9, 18.1%, -11.2%, ?, i, 7.3%, -1.3

Further results:
Each structure is followed by: DRD3 agonist, DRD3 antagonist, EPAC2 antagonist, Mm-Cpn inhibitor, PTHR1 ag, Akt phos inh, EPAC2 ag, CCT modulator
- CC(=O)Oc1ccc(C2=Cc3ccc(OC(C)=O)cc3OC2C)cc1 (stereo not drawn)
    21.8, 12.6, -13.3%, ., i, i, 7.7%, 0.8
- COc1ccc(N2CCN(C(=O)Oc3ccc([N+](=O)[O-])cc3)CC2)cc1
    -1.2, -20.5, 4.8%, ., -37.6%[inhibitor], i, 7.7%, 2.0
- CCOc1ccc(S(=O)(=O)NCCC(=O)N2CC=C(c3ccccc3)CC2)cc1
    27.2, 9.4, -13.1%, -2.7%, -54.9%[inhibitor], i, 0.5%, -2.1
- O=C(COC(=O)/C=C/c1ccc([N+](=O)[O-])cc1)NNC(=O)c1ccccc1
    0.9, 15.9, -3.7%, -1.7%, -20.0%, i, 2.0%, -2.2
- COc1ccccc1N1CCN(C(=O)c2cc(S(=O)(=O)N3CCOCC3)ccc2C)CC1
    -6.9, 5.2, 2.0%, 0.0%, -7.0%, i, 1.2%, 0.8
- COc1ccc(Nc2nc(NCc3ccco3)nc(N/N=C/c3ccccc3)n2)cc1
    -6.1, -50.6*, -14.5%[57.1 µM], -1.4%, i, i, 0.1%, -2.9
- CCOc1cc(CNCc2ccc(C(=O)O)cc2)ccc1OC
    -16.2, -3.6, 14.1%, 0.3%, i, i, 5.5%, 1.7
- CN(C)S(=O)(=O)c1cccc(NC(=O)CN2C(=O)NC(Cc3c[nH]c4ccccc34)C2=O)c1 (stereo not drawn)
    -14.7, ?, -7.7%, 1.0%, 5.0%, i, 9.5%, -2.9
- CC(=NCc1ccco1)c1c(C(F)(F)F)[nH]n(-c2nc3ccccc3s2)c1=O
    3.4, 7.5, 14.8%[57.1 µM], -4.9%, -4.5%[57.5 µM], i, 12.4%, -5.6
- CCc1ccc(N2CC(C(=O)NCc3ccc4c(c3)OCO4)CC2=O)cc1 (stereo not drawn)
    -0.5, 22.1, -0.8%, 0.3%, i, i, 2.4%, 0.9

New compounds follow.
Each structure is followed by: DRD3 agonist, DRD3 antagonist, EPAC2 antagonist, Mm-Cpn inhibitor, PTHR1 ag, Akt phos inh, EPAC2 ag, CCT modulator
- COc1ccc(C(=O)NCC(c2ccccc2)c2ccccc2)cc1S(=O)(=O)N1CCOCC1
    -12.1, -14.7, -3.9%, ., -18.3%, i, 0.3%, 0.8
- CCn1c(CN2CCOCC2)nnc1SCC(=O)Nc1ccc(C)cc1
    -3.1, -22.6, 2.2%, 2.2%, -11.0%, i, 1.7%, -2.9
- Fc1ccccc1N1CCN(C2CCCN(Cc3cccc(C(F)(F)F)c3)C2)CC1 (stereo not drawn)
    -14.6, -6.5, ?, -4.2%, -13.8%, i, 2.2%, 0.0
- O=C(c1cc(-c2ccc(O)cc2)on1)N1CCc2ccccc2C1
    -3.3, -5.6, -23.7%, -0.3%, -7.1%, i, 20.6%, 0.3
- COc1ccc(N2CCN(C(=O)Cn3cncn3)CC2)cc1
    4.8, -2.5, -6.5%, -0.3%, i, i, 4.4%, -1.7
- CN(C)CCCN(C(=O)c1ccco1)c1nc2cc3c(cc2s1)OCO3
    -2.5, -15.0, -1.9%, -0.7%, -7.2%, i, 5.7%, 4.0
- COCCNCCOc1ccccc1-c1ccccc1
    -10.3, -82.6*, -10.5%, -0.2%, 1.4%, i, 6.0%, -1.3
- O=C(CCSCCC(=O)NN=Cc1ccccc1O)NN=Cc1ccccc1O
    -11.3, -11.9, -3.0%, ., -14.9%, i, -5.3%, -2.9
- CCOC(=O)c1c(Nc2ccc(Cl)cc2)sc(/C=C2\C=Nc3ccccc32)c1O
    2.7, -19.2, -5.3%, -14.2%, ?, i, -30.1%[inhibitor], -0.9
- O=C(C1CCCCC1)N1C[C@H](n2cc(C3CC3)nn2)[C@@H](O)C[C@@H]1c1ccc(Cl)cc1
    -4.6, ?, 5.7%, ., -20.9%, i, 7.0%, -0.4

Among those listed so far, these contain an NH in an aromatic ring.
Each structure is followed by: DRD3 agonist, DRD3 antagonist, EPAC2 antagonist, Mm-Cpn inhibitor, PTHR1 ag, Akt phos inh, EPAC2 ag, CCT modulator
- Cc1[nH]c(=O)[nH]c(=O)c1S(=O)(=O)N1c2ccc(F)cc2CCC1C (stereo not drawn)
    19.2, 11.6, 12.3%, 0.3%, i, i, -4.4%, 1.0
- CN(C)S(=O)(=O)c1cccc(NC(=O)CN2C(=O)NC(Cc3c[nH]c4ccccc34)C2=O)c1 (stereo not drawn)
    -14.7, ?, -7.7%, 1.0%, 5.0%, i, 9.5%, -2.9
- CC(=NCc1ccco1)c1c(C(F)(F)F)[nH]n(-c2nc3ccccc3s2)c1=O
    3.4, 7.5, 14.8%[57.1 µM], -4.9%, -4.5%[57.5 µM], i, 12.4%, -5.6

(more compounds)
Each structure is followed by: DRD3 agonist, DRD3 antagonist, EPAC2 antagonist, Mm-Cpn inhibitor, PTHR1 ag, Akt phos inh, EPAC2 ag, CCT modulator
- CCOC(=O)c1cnc(SC2CC(=O)N(c3ccc(OC)c(OC)c3)C2=O)nc1N (stereo not drawn)
    -18.0, 7.6, -3.3%, 0.2%, -39.4%[inhibitor][57.5 µM], i, 7.0%, -5.0
- O=C(c1ccc2ccccc2c1)C1CCCN(C(=O)CCn2cnnn2)C1 (stereo not drawn)
    -2.0, -2.2, 4.2%, -0.4%, -3.2%, i, -0.9%, -0.7
- Cc1ccccc1N(CC(=O)N/N=C/c1cc(Br)c(C)o1)S(C)(=O)=O
    11.5, 15.1, -6.2%, 1.9%, i, i, 5.0%, -1.5
- COc1ccccc1NC(=O)Cn1cnc2sc(C)c(S(=O)(=O)N3CCCCC3)c2c1=O
    2.9, 8.8, 11.7%, -2.9%, i, i, -7.4%, 0.7
- CCOC(=O)c1c(NC(C)=O)sc2c(O)c(CN3CCN(CC)CC3)ccc12
    -24.5, 2.9, 5.2%, -2.8%, -6.8%[57.5 µM], i, -21.1%, 2.1
- CN(C)C1=NC(=O)/C(=C\c2ccccc2)S1
    -1.8, 18.4, 0.8%, -9.8%, i, i, -1.9%, -1.6
- COc1cccc2sc(NC(=O)c3ccc(Br)s3)nc12
    -1.3, -2.0, 15.5%, -11.2%, -30.3%[inhibitor], i, 3.1%, -1.7
- O=C(Nc1ccc2c(c1)OCCO2)c1oc2ccccc2c1NC(=O)C1CC1
    2.9, 12.7, -2.2%, 3.8%, -68.1%[inhibitor], i, 8.5%, -45.3*
- Nc1ccc2nn(-c3ccc(F)cc3)nc2c1
    -7.6, -24.9, -5.9%, -3.8%, -16.4%, i, 1.5%, -3.0
- Cc1ccc(OCC(=O)Nc2nnc(S(=O)(=O)N3CCCCC3)s2)cc1
    0.0, 0.7, -5.5%, -0.9%, -32.0%[inhibitor], i, 8.8%, 2.2

Next part
Each structure is followed by: DRD3 agonist, DRD3 antagonist, EPAC2 antagonist, Mm-Cpn inhibitor, PTHR1 ag, Akt phos inh, EPAC2 ag, CCT modulator
- COc1ccc(Cl)cc1NC(=O)c1ccc2c(SCC(=O)O)c3c(nc2c1)CCCC3
    -13.7, 16.1, 0.6%, -2.2%, ?, i, 3.9%, -1.4
- O=C(NC1CCc2ccccc21)c1cc(COc2cncc(Cl)c2)on1 (stereo not drawn)
    1.3, -9.6, -12.3%, -4.5%, -6.9%, i, 13.9%, -3.1
- Cc1cc(-c2ccccc2)c(C#N)c(SCC(N)=O)n1
    4.4, 28.0, 11.0%, -0.2%, i, i, -3.9%, 1.3
- COC(=O)CSc1nc2ccc(C)cc2cc1C#N
    -7.2, -17.2, -20.6%, -15.8%, -0.4%, i, 10.0%, -3.5
- Cc1ccc(C)c(-n2c(CNC(=O)c3ccco3)nnc2SCC(=O)N2CCc3ccccc32)c1
    -7.5, -23.2, 21.8%, 0.6%, -27.5%, i, -4.2%, -2.0
- CCC(=O)N1CCc2cc(S(=O)(=O)NCCCN3CCN(Cc4ccccc4)CC3)ccc21
    1.1, 49.9, 6.4%, 1.8%, -3.8%[57.5 µM], i, -3.6%, 0.1
- O=C(Nc1ccc(F)cc1)N1CCN(C/C=C/c2ccccc2)CC1
    -4.4, -9.4, 4.5%, 1.6%, i, i, -4.3%, 0.5
- O=C(Cc1ccccc1)NNc1ccc2ccccc2c1
    -3.2, -6.6, -1.2%, -5.1%, i, i, 4.1%, -1.2
